Source: PubChem (The Scripps Research Institute Molecular Screening Center)
LYPLA1 inh – blocks human lysophospholipase 1, a PME1 counter-screen; O75608; 320,000 tested, 0.16% active; recombinant LYPLA1, FP-Rh probe fluorescence polarization; AID 2174; inhibition, % at 5.9 µM;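 active = inhibition above the mean of all tested compounds plus 3 SD, set per campaign, cut at about 14% in these data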;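 note: inhibitors block serine hydrolase probe labeling of LYPLA1 so polarization falls; 0% = enzyme with DMSO and 100% = wells lacking LYPLA1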
LYPLA2 inh – LYPLA2 (human) inhibition in PME1 counter-screen. O95372. recombinant LYPLA2, FP-Rh probe fluorescence polarization. inhibition, % at 5.9 µM. 320,000 tested, 0.38% active;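 active = inhibition above the screen-wide mean plus 3 SD, limit set per campaign, cut at about 26% in these data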;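 note: 0% = LYPLA2 with DMSO and 100% = wells lacking LYPLA2 enzyme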
Target sequence (O95372 whole entry, looked up): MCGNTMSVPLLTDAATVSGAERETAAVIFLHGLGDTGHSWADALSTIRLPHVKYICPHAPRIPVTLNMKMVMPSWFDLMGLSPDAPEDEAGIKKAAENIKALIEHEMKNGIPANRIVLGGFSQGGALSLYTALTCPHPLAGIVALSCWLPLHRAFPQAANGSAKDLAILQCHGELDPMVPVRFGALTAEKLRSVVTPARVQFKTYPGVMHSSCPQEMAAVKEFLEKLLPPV
GSTO1 counter – GSTO1 inhibition, counter-screen for RBBP9 inhibitors | recombinant GSTO1, activity-based probe fluorescence polarization | inhibition, % at 5.96 µM | 300,000 tested, 1.1% active | AID 1974;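 active = inhibition above the campaign mean inhibition plus 3 SD, cut at about 35% in these data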;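 note: 0% = GSTO1-1 with DMSO and 100% = wells lacking GSTO1-1 enzyme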
Target sequence (P78417 whole entry, looked up): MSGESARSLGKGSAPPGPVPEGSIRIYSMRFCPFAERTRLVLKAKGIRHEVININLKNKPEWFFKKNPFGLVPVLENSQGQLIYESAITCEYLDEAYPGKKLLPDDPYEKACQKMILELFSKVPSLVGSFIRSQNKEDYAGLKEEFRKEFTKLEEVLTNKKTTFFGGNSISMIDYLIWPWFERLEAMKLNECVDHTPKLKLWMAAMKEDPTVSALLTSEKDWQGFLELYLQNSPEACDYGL
PAD4 inh – inhibitors of human PAD4 | Q9UM07 | recombinant PAD4, RCA probe fluorescence polarization | inhibition, % at 6.36 µM | 330,000 tested, 0.41% active;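 active = percent inhibition above a cutoff equal to the mean of all tested compounds plus 3 SD, cut at about 15% in these data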;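 note: 0% = PAD4 with RCA probe and DMSO and 100% = probe without PAD4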
PAFAH1B2 FP inh – PAFAH1B2 (human) inhibition | recombinant PAFAH1B2, FP-rhodamine activity probe, fluorescence polarization | P68402 | 340,000 tested, 1.2% active | inhibition, % at 3.39 µM;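 active = inhibition above the mean of all tested compounds plus 3 SD, cut at about 24% in these data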;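 note: 0% = enzyme with DMSO and 100% = wells lacking PAFAH1B2; many of its hits are not listed in these tables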
Target sequence (P68402 whole entry, looked up): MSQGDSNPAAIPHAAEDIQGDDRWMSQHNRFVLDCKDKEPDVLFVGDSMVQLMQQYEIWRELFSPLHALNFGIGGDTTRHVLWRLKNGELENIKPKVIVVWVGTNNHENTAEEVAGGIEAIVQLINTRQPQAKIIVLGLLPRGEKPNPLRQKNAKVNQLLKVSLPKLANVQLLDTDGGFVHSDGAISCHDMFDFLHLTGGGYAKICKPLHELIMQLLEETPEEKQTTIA
PREPL inh – inhibits the human prolyl oligopeptidase-like enzyme | Q4J6C6 | recombinant PREPL, fluorescence polarization activity-based probe | inhibition, % at 5.96 µM | 320,000 tested, 0.68% active | AID 2751; in the data active = inhibition above about 43%;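 note: 0% = enzyme with DMSO and 100% = wells lacking enzyme; many of its hits are not listed in these tables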
PME-1 primary – blocks human protein phosphatase methylesterase 1; Q9Y570; recombinant PME-1, FP-Rh probe fluorescence polarization; inhibition, % at 5.9 µM; 320,000 tested, 0.53% active; AID 2130;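 active = inhibition above the campaign mean of all compounds plus 3 SD, cut at about 26% in these data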;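 note: competitive labeling of PME-1 active site by serine hydrolase directed probe; 0% = PME-1 with DMSO and 100% = wells lacking PME-1 enzyme; inhibitors block probe labeling so polarization falls and inhibition rises; many of its hits are not listed in these tables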
pPAFAH FP inh – inhibitors of human plasma PAF acetylhydrolase (pPAFAH); Q13093; recombinant pPAFAH, FP-rhodamine probe fluorescence polarization; inhibition, % at 3.39 µM; 330,000 tested, 1.5% active; AID 463082;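 active = inhibition above the mean inhibition across the screen plus 3 SD, cut at about 25% in these data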;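 note: inhibitors block binding of the rhodamine activity-based probe so polarization drops; 0% = enzyme with DMSO and 100% = wells lacking pPAFAH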
PAFAH1B3 inh – inhibitors of human PAFAH1B3. recombinant PAFAH1B3, FP-rhodamine probe, fluorescence polarization. Q15102. 340,000 tested, 0.28% active. inhibition, % at 3.39 µM;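 active = inhibition above the screen-wide average of all tested compounds plus 3 SD, cut at about 25% in these data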;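 note: 0% = enzyme with DMSO only and 100% = wells lacking PAFAH1B3 protein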
Target sequence (Q15102 whole entry, looked up): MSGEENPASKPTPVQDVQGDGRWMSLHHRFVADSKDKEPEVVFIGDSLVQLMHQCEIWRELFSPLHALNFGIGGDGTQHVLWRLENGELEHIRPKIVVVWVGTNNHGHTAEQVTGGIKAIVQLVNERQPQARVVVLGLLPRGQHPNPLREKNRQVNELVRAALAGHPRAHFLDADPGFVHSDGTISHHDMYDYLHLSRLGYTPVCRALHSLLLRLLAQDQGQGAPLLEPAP
An asterisk follows results filed as active; x = not tested or not shown.

SMILES	LYPLA1 inh	LYPLA2 inh	GSTO1 counter	PAD4 inh	PAFAH1B2 FP inh	PREPL inh	PME-1 primary	pPAFAH FP inh	PAFAH1B3 inh
CN(C)CCCn1c(SCc2ccc(Cl)cc2)nnc1-c1ccncc1	0	3	3	-1	1	7	-3	-1	8
CCNC(=O)Nc1nc2ccccc2s1	5	5	0	-4	6	8	-11	-1	9
O=C(COC(=O)C1CCC1)Nc1cc(S(=O)(=O)N2CCCCC2)ccc1Cl	-1	-3	0	-6	-3	7	6	7	-1
CCOc1cccc(C(=O)NC(=S)Nc2cccc(C)c2)c1	-1	-5	1	4	3	-4	-4	2	10
COc1ccc(OC)c(NC(=O)c2ccc(OCC(=O)N3CCOCC3)c(OC)c2)c1	0	7	0	-2	5	11	-4	2	5
COCCn1nnnc1C(c1ccc(OC)cc1)N1CCC(C)CC1 (stereo unspecified)	0	-1	19	-3	-2	-5	3	-4	-2
Cc1ccc(C)c(OCCC(=O)OCC(=O)NCc2ccccc2)c1	0	8	-4	2	-1	0	0	20	4
CCC(C)[C@@H](C(=O)Nc1ccc2c(c1)OCO2)N1Cc2ccccc2C1=O (stereo partly specified)	2	3	0	0	-2	-11	1	11	9
COc1cccc(C(=O)NCc2cccnc2)c1	0	0	1	3	4	8	-1	2	2
O=C(NCCN1CCCC1=O)C1CCC(=O)N(CCc2ccc(Cl)cc2)C1 (stereo unspecified)	2	-2	0	-1	-2	-2	-1	-6	6
COc1ccc(NC(=O)CSc2nnc(Cn3cnc4ccccc43)n2C)cc1	3	3	0	0	4	-11	-2	-2	4
C=CCNc1nc(-c2ccccc2)nc(-n2ccnc2)n1	-1	-8	3	-3	0	2	5	-6	4
O=C(CNC(=S)N(Cc1ccc(F)cc1)C1CCCCC1)NCCN1CCOCC1	-1	-13	1	-5	2	-2	-4	0	3
Cc1c(C(=O)O)sc2ncn(C)c(=O)c12	0	-2	3	-2	1	-2	-7	3	5
Clc1ccc(-c2nnc(NCc3ccccc3)c3ccccc23)cc1	-15	-13	1	-3	3	-11	-15	3	-4
COC(=O)C(C)(N)Cc1ccc(O)cc1 (stereo unspecified)	2	3	2	-3	-4	3	-1	-1	2
CCN(CC)CCN1C(=O)C(O)=C(C(=O)c2cccs2)C1c1ccccn1 (stereo unspecified)	1	0	-3	-1	5	5	-2	7	0
O=C(Nc1ccc(S(=O)(=O)Nc2cnc3ccccc3n2)cc1)c1ccccc1Br	1	2	-11	-4	-4	-9	3	4	2
CC(Sc1ccccc1)C(=O)N1CCN(S(=O)(=O)c2cccc(Br)c2)CC1 (stereo unspecified)	0	1	0	1	6	41	10	1	6
CCOC(=O)[C@H]1[C@H]2COc3ccccc3[C@@H]2N2C(=O)CN(CC3CCCO3)C(=O)[C@@]12C (stereo partly specified)	x	x	x	-2	0	2	x	3	7
CC(C)(C)C(=O)Nc1cccc(-c2nc3ccccc3c(=O)o2)c1	2	5	-3	2	2	1	-2	-1	8
CCC(=O)N/C(=N\OCc1ccc(F)cc1)c1nonc1NC(=O)CC	-1	-3	4	-5	0	-11	-3	2	-2
O=C1OCCC/C1=C\c1ccc2c(c1)OCO2	0	-2	-3	-5	2	5	-4	4	4
CC1CN(C(=O)/C=C/c2ccccc2Cl)CC(C)O1 (stereo unspecified)	0	-6	6	0	-2	0	2	-1	11

Three structures from above, arranged by number of heavy atoms, rising.
SMILES	LYPLA1 inh	LYPLA2 inh	GSTO1 counter	PAD4 inh	PAFAH1B2 FP inh	PREPL inh	PME-1 primary	pPAFAH FP inh	PAFAH1B3 inh
COC(=O)C(C)(N)Cc1ccc(O)cc1 (stereo unspecified)	2	3	2	-3	-4	3	-1	-1	2
Cc1ccc(C)c(OCCC(=O)OCC(=O)NCc2ccccc2)c1	0	8	-4	2	-1	0	0	20	4
COc1ccc(NC(=O)CSc2nnc(Cn3cnc4ccccc43)n2C)cc1	3	3	0	0	4	-11	-2	-2	4

Going on with the list.
SMILES	LYPLA1 inh	LYPLA2 inh	GSTO1 counter	PAD4 inh	PAFAH1B2 FP inh	PREPL inh	PME-1 primary	pPAFAH FP inh	PAFAH1B3 inh
COCCn1nnnc1C(c1cc2cc(C)ccc2[nH]c1=O)N1CCCCCC1 (stereo unspecified)	0	3	3	4	2	4	1	1	12
C/C(=N\NC(=O)c1ccc2c(c1)OCO2)c1ccc(C(=O)O)s1	-1	4	3	3	5	9	1	0	-3
Cc1oc2ccc(O)cc2c1C(=O)OC(C)C	-4	1	2	6	3	-2	7	0	1
O=C1C2C3C=CC(CC3)C2C(=O)N1/N=C/c1ccc(O)c(O)c1 (stereo unspecified)	0	0	6	1	14	10	12	5	7
CC(=O)Nc1ccc(S(=O)(=O)NNC(=O)c2ccc([N+](=O)[O-])cc2)cc1	0	-1	3	0	1	-10	1	5	5
CCCCn1c(N)c(N(CCOC)C(=O)CSCc2c(C)noc2C)c(=O)[nH]c1=O	0	1	3	0	2	16	5	-3	5
O=C(NC1CCc2ccccc21)C12CN(Cc3ccccc3)CC1C(c1cccc([N+](=O)[O-])c1)=NO2 (stereo unspecified)	-7	-3	8	-1	3	-6	-3	6	4
COc1cccc(-c2cc(C(F)(F)F)nc(N3CCC(C)CC3)n2)c1	1	-7	4	-5	-4	-10	-3	2	-8
O=C(CN1CCOCC1)Nc1ccc2c(c1)OCCO2	0	1	-2	0	6	11	0	2	8
C/C(=N\Nc1cc(N2CCOCC2)ncn1)c1ccc(O)cc1	-4	-9	0	-3	0	-3	1	6	-6
Fc1ccccc1-c1nc(-c2ccccc2)no1	1	3	1	0	5	-2	0	-1	7
CCC(=O)Nc1ccc(NC(=O)CSc2nnnn2CC)cc1C	1	-3	3	1	-1	0	-4	3	11
CCOc1cc(/C=C2\SC(=O)N=C2N)ccc1O	2	-5	-6	0	6	12	3	9	11
Cc1cc(Cl)ccc1NC(=S)N1CCN(C(=O)c2ccco2)CC1	-1	3	3	1	-4	2	-7	-4	-6
CC(C)C(NC(=O)c1ccccc1Br)c1ccccc1 (stereo unspecified)	-6	-2	-11	4	4	0	-3	-1	-2
Cc1cc(C)cc(-c2nnc(SCC(=O)NCc3cccs3)o2)c1	-5	-10	4	1	9	-18	-1	7	11
CC(C)Cn1c(SCc2nc3ccccc3c(=O)[nH]2)nc2ccccc2c1=O	-5	-2	0	3	0	-8	-6	2	4
Cc1cccnc1NC(=O)c1ccc(S(=O)(=O)N2CCC(C)CC2)cc1	3	6	-6	-2	11	3	7	1	7
O=C(CCNC(=O)Cn1ccc2ccccc2c1=O)NCc1ccccn1	-1	1	5	4	-2	2	4	-3	4
O=C1c2ccccc2C(=O)N1CCCC(=O)N1CCc2ccccc21	1	-2	6	2	2	-2	0	-8	1
COc1cc(OC)c(C(=O)Nc2ccccc2-c2ccccc2)cc1OC	1	-2	-2	-2	3	15	-4	11	10
O=C(O)/C(=C1/OC(=O)c2ccccc21)c1ccccc1	-2	-1	-7	-2	6	-8	3	5	8
Cc1cc(C)c(NC(=O)c2cccs2)c(C)c1NC(=O)c1cccs1	4	3	4	1	4	19	-5	-2	14
Cc1cccc(NC(=O)CSc2nnc([C@H](C)NC(=O)OC(C)(C)C)o2)c1C	-1	-3	-3	2	2	-5	-3	2	3
O=C(NC1CC(=O)N(c2ccccc2)C1)C(=O)c1c[nH]c2ccccc12 (stereo unspecified)	-2	-1	-6	-2	-1	12	-3	-7	0
Cc1c(Br)cc(C(=O)N2CCCC2)c(C)c1C	1	1	2	3	0	4	0	4	10
S=C(Nc1ccccc1)N1CCN(c2ccc(N3CCOCC3)nn2)CC1	0	1	2	0	3	11	0	0	10
CCc1ccc(OCC(=O)NNC(=O)Cc2cccs2)cc1	-1	-1	1	0	3	12	-5	14	-5
CC(C)CC(C(=O)NC1CCCC1)N(Cc1ccc2c(c1)OCO2)C(=O)c1snc(C(N)=O)c1N (stereo unspecified)	-1	-2	-1	-2	3	-4	5	-3	8
COc1cccc(Cn2c(=O)ccc3ccccc32)c1	-1	0	5	-2	-1	2	6	8	10
O=C(CCNC(=O)C1CCN(S(=O)(=O)c2ccccc2)CC1)NCc1ccncc1	3	3	-4	4	4	1	0	6	5
CC(=O)Nc1ccc(OC(=O)c2c(-c3ccccc3Cl)noc2C)cc1	-1	-2	-4	0	1	-12	-2	-1	-5
COc1ccc(OCC(O)CN2C(=O)NC(C)(C)C2=O)cc1 (stereo unspecified)	-3	-4	-6	-15	2	-4	-9	-10	1
O=C1OCCC1Sc1ncnc2sc3c(c12)CCC3 (stereo unspecified)	3	8	1	-1	8	8	6	4	6
O=C(NCc1cccs1)C1CCCN(C(=O)Nc2ccccc2)C1 (stereo unspecified)	5	-1	-5	-3	-1	1	2	3	-4
O=C(CCNS(=O)(=O)c1cccc2nsnc12)N1CCc2ccccc21	-1	-3	11	-5	14	-1	1	-2	6
COc1ccc(C(=O)NNC(=O)CSc2nc3c(c(=O)n(C)c(=O)n3C)n2C)cc1	3	5	17	-7	1	2	2	8	8
CCCCOC(=O)c1cc(Cl)c(O)c(OC)c1	0	0	-4	-3	10	1	-2	3	-1
Cc1ccc(NC(=O)CN(c2ccc(Cl)cc2)S(=O)(=O)c2cc([N+](=O)[O-])ccc2Cl)c(C)c1	-9	-15	-18	5	x	13	-10	0	x
CC(=O)Cc1nsc(NC(=O)c2c(-c3ccccc3Cl)noc2C)n1	1	1	-3	-3	5	4	0	-4	2
O=C(CCN1C(=O)c2ccc([N+](=O)[O-])cc2C1=O)Nc1nccs1	0	2	-12	0	-1	-1	-8	6	1
CN(C(=O)c1ccccc1Cl)c1ccccc1C(=O)NCc1ccccc1	-1	4	8	0	5	9	6	3	6
CN=c1scc(-c2ccccc2Br)n1/N=C/c1ccc[nH]1	6	6	-1	-13	x	12	7	8	x
O=C(CSc1nnc2ccc(-c3ccncc3)nn12)N1CCCCC1	1	0	3	-1	1	-10	0	2	1
CC(C)C[C@@H](CN=[N+]=[N-])N1CCN(CC(C)C)CCC1=O	-1	5	-2	-5	0	7	5	5	6
COc1ccc(/C=N/n2c(-c3cccs3)n[nH]c2=S)cc1	-5	0	-15	4	1	6	2	8	4
O=C(CSc1ncn[nH]1)Nc1nsc(-c2ccccc2)n1	0	1	0	0	4	2	0	-4	-5
COCCN(C(=S)Nc1cccc(OC)c1)C1CCN(C(C)=O)CC1	-5	-9	2	4	1	14	-5	-4	0
Cc1ccccc1OCC(=O)NC(=S)Nc1ccc(Br)c(C)n1	-4	6	-5	-1	9	19	2	4	-5
CC(C)Nc1nc(Oc2ccc(Cl)cc2)cc(C(F)(F)F)n1	-2	8	3	-5	1	4	1	10	-1
CCN(c1ccc(OC)cc1)S(=O)(=O)c1nnc(NC(=O)COc2ccccc2)s1	1	17	-24	0	12	1	0	15	5
CCc1nnc(NC(=O)CSc2nnc(Cc3cccn3C)n2C)s1	0	-1	8	-2	6	-4	-3	-2	3
COc1cc(NC(=O)c2cc3ccccc3cc2O)c(OC)cc1Cl	-13	1	-5	-4	2	9	42*	9	8
O=C(CSc1nc(-c2ccc(F)cc2)cs1)Nc1ccccn1	-4	-14	3	-2	-9	-5	-8	-2	-25
Cn1nccc1C(=O)OCC(=O)Nc1ccc(S(N)(=O)=O)cc1	-1	-1	2	-3	3	-5	-2	0	-3
O=C(COC(=O)c1ccco1)Nc1cc(S(=O)(=O)N2CCOCC2)ccc1Cl	x	x	x	2	6	14	x	0	8
COCCOC(=O)C1=C(C)N=c2s/c(=C\c3cccs3)c(=O)n2C1c1cccs1 (stereo unspecified)	0	-2	9	0	3	1	-5	6	5
CC(C)Cc1ccc(-c2cc(=O)[nH][nH]2)cc1	0	3	17	1	x	8	5	24	x

Not all compounds are listed. The share of hits here may be higher or lower than overall.
